Source: PubChem (several laboratories)
Ins promoter up: MIN6 insulin promoter up-regulation | z-score at 5 µM | 190,000 tested, 0.3% active | AID 1625 | MIN6 insulin promoter-GFP reporter, high-content imaging; stronger effect = higher value;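 active means z-score above 3 at 5 µM with at least 500 cells counted in the well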
Autophagy HCS: autophagy modulation, high-content screen; MEF GFP-LC3 puncta imaging; test concentration mostly 10 µM; calls only at 10 µM (by protocol); 190,000 tested, 0.98% active;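 active means percentage of spot-positive cells more than 3 SD above its plate mean, without a fluorescence outlier flag or 80% toxicity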;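 further: spot-positive cell cutoff set from DMSO-treated cells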
MT stabilizer: microtubule stabilizers in HeLa cells | HeLa tubulin immunostaining HCS, 24 h; share of cells brighter than vehicle mean+2SD | % tubulin-high responders, % at 10 µM | AID 2205 | 200,000 tested, 0.83% active;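 active means plate Z-score above 3 for both tubulin-high and condensed-nucleus cell shares, with cell loss under 80%, at 10 µM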;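 further: anti alpha tubulin signal scored within the nucleus-defined area of each cell; some results filed as inactive read as strong as hits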
WT yeast gro inh: growth inhibition of WT yeast, mitochondrial fusion screen | 190,000 tested, 2.1% active | mitochondrial fusion phenotypic screen, WT strain | inhibition, % at 10 µM | AID 1362; in the data active means inhibition above about 58%; tested in S. cerevisiae
Dynein cargo inh: dynein cargo transport inhibition. z-score, hits read low. 3617.4 mouse cells, GR-EGFP nuclear translocation imaging; test concentration mostly 20 µM; stimulated with dexamethasone, 1 µM; stronger effect = lower value. AID 1381. 220,000 tested, 0.47% active;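 active means plate z-score of nuclear minus cytoplasmic receptor signal below a set negative limit, without overly bright fluorescence or cell loss, cut at about -3.5 in these data, passing the limit was not always enough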;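 further: z-score of nuclear minus cytoplasmic ring GR-EGFP intensity difference per well; some compounds called inactive have numbers as strong as hits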
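Buffer or medium: tet-free, stripped-serum medium; Also added: dexamethasone, 1.0 µM final; Technique: high-content fluorescence imaging after fixation; Times: 48 h induction, 1 h compound, 30 min dex at 37 °C; Read-out: per-cell GR-EGFP intensity, nucleus versus surrounding cytoplasmic ring, well-averaged.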
XIAP displacement: XIAP antagonists, biochemical, IAP family, fluorescence polarization (AID 1018); displacement, % at 20 µM; hits with a dose series show IC50 in µM; 200,000 tested, 0.007% active; XIAP BIR domain, fluorescence polarization peptide displacement; higher % means a stronger effect; in the data active means displacement above about 50%; further: a part of the inactive calls stands beside numbers as strong as those of hits
ER stress rescue: protection against thapsigargin-triggered cell killing – 384-well, CSM14.1, ATP luminescence, primary screen (AID 1222); 190,000 tested, under 10 active; cellular ATP content (survival), % at 20 µM, or EC50 in µM where a hit was titrated; CSM14.1 thapsigargin-induced death rescue, ATP luminescence; higher % means a stronger effect;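 active means EC50 below 50 µM in the dose-response confirmation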;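 further: death triggered by thapsigargin at about 15 µM added after 2 h compound pretreatment; cell ATP read after overnight thapsigargin exposure of roughly 18 to 22 hours; normalized against plate controls of thapsigargin alone and 5% DMSO vehicle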
Lipid droplet: modulators of hepatic lipid droplet formation. AML12 mouse hepatocytes, oleate lipid droplets, BODIPY imaging. inhibition, % at 6.5 µM. 240,000 tested, 0.4% active. AID 1656;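 active means lipid droplet intensity inhibited by at least 50%, with more than 500 cells counted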
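Technique: fluorescence imaging, 20x objective, two fields per well / Assay system: AML12 hepatocytes (mouse) / Measure: % inhibition of lipid droplet signal / Doses: 6.5 µM single-point dosing / Incubation: overnight exposure / Reagent: 100 µM oleic acid challenge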
bCat nuc transl: beta-catenin nuclear translocation modulation; AID 1665; 190,000 tested, 0.3% active; HeLa beta-catenin nuclear translocation, immunofluorescence imaging; nuclear translocation activity, % at 5 µM;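 active means nuclear translocation activity above 50% at 5 µM, with a well cell count of 50 or more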;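 further: per-cell ratio of nuclear to cytoplasmic median beta-catenin stain intensity; plate controls were DMSO negative control for no effect and GSK-3 inhibitor IX positive control for full effect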
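Test system: HeLa cells, endogenous beta-catenin; Compound: single 5 µM dose plus 0.02–20 µM confirmation series; Times: compound exposure 24 h at 37°C; Signal: fluorescence imaging of beta-catenin antibody stain plus DAPI; Read-out: % activation, nuclear-to-cytoplasmic median beta-catenin signal ratio per cell.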
WT yeast gro inh mutant strain: second read-out of WT yeast gro inh, no call of its own (marks repeat the call); inhibition, %; mitochondrial fusion phenotypic screen, mutant strain inhibition
Dynein cargo inh cytoplasmic EGFP: second read-out of Dynein cargo inh, no call of its own (marks repeat the call); z-score; measured here: cytoplasmic GR-EGFP intensity; stronger effect = higher value
Dynein cargo inh nuclear GR-EGFP: further read-out of Dynein cargo inh, marked with its call; z-score; measured here: nuclear GR-EGFP intensity;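 lower value marks the stronger effect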
Dynein cargo inh cell count: further read-out of Dynein cargo inh, marked with its call; z-score; measured here: cell count per field
Ins promoter up cell count: further read-out of Ins promoter up, marked with its call; cell count; measured here: cytotoxicity, nuclei count;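 total cells summed across four imaged fields per well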
Lipid droplet cells 6.5 µM: further read-out of Lipid droplet, marked with its call; cell count; measured here: cell count, cytotoxicity flag;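 cells counted across two imaged fields per well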
bCat nuc transl cell count 5 µM: also measured in bCat nuc transl; calls as there; cell count; measured here: cell count, cytotoxicity flag
MT stabilizer Hoechst-high %: further read-out of MT stabilizer, marked with its call; % Hoechst-high responders; measured here: nuclear condensation Hoechst responders;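 share of cells brighter than vehicle mean plus two SD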
MT stabilizer cytotoxicity %: recorded beside MT stabilizer, whose call it bears; toxicity, %; measured here: cytotoxicity by cell density;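 0% = mean cell density of plate MIN control wells and 100% = no cells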
Autophagy HCS cell loss 18 h: also measured in Autophagy HCS; calls as there; toxicity, %; measured here: cell loss, nuclei count;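 cell loss after 18 h compound exposure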
Active calls of the source: *; i = inactive; x = no result given.

SMILES	Ins promoter up	Ins promoter up cell count	Autophagy HCS	Autophagy HCS cell loss 18 h	MT stabilizer	MT stabilizer Hoechst-high %	MT stabilizer cytotoxicity %	WT yeast gro inh	WT yeast gro inh mutant strain	Dynein cargo inh	Dynein cargo inh cytoplasmic EGFP	Dynein cargo inh nuclear GR-EGFP	Dynein cargo inh cell count	XIAP displacement	ER stress rescue	Lipid droplet	Lipid droplet cells 6.5 µM	bCat nuc transl	bCat nuc transl cell count 5 µM
COc1cccc(NC(=O)c2ccccc2NS(C)(=O)=O)c1	-0.01	1821	i	-1	0.6	1.2	4.4	-7	-2	0.077	-0.29	-0.097	0.29	-3.1%	-0.7%	-1	718	-1.3	1065
CC(=O)Nc1ccc(/C=N/NC(=S)NC(C)C)cc1	-0.15	1322	i	-5	2.5	2.5	6.2	0	1	0.22	-0.17	0.19	0.057	-7.1%	-1.1%	-17	720	-2.2	1056
Cc1ccc(C)c(NS(=O)(=O)c2ccc(OCC(=O)N3CCCC3)cc2)c1	x	x	i	-6	1.9	1.2	2.5	-9	3	-0.25	0.71	0.15	-0.049	-3.6%	2.6%	13	821	-1.9	1143
Cc1[nH]c2ccccc2c1C(=O)CSc1n[nH]c(N)n1	0.25	1320	i	0	1.6	1.2	0.5	6	6	0.53	-0.32	-0.15	0.52	-1.5%	1.8%	0	705	-2.8	1102
COc1cccc(C(=O)NC2CCN(CC(=O)Nc3c(C)cc(C)cc3C)CC2)c1	-0.85	1398	i	-1	0.3	0.7	7.5	19	22	-0.41	-0.26	-0.26	0.11	-4.4%	2.5%	-20	666	-2.3	1056
COCCC(=O)NNS(=O)(=O)c1ccc(Cl)cc1	0.07	1162	i	-4	2.2	5.4	8.4	-5	-18	0.93	-0.14	0.7	-1.5	-1.5%	-1.5%	4	714	3.0	430
Cn1nc(C(C)(C)C)c([N+](=O)[O-])c1C(=O)NCCO	0.4	1314	i	-8	4.9	2.6	2.9	-7	-11	-0.74	-0.32	-0.74	0.65	-0.6%	-3.0%	0	615	-1.7	485
Cc1cccn2c(CN(C)CC3CCCCO3)c(C(=O)N3CCCCC3)nc12 (stereo not drawn)	x	x	i	21	2.3	1.2	4.7	-8	4	0.41	-0.3	0.45	-0.3	-2.3%	0.6%	-19	696	-1.7	994
O=C(O)c1cnc(-c2ccccc2)nc1Sc1cccc(Cl)c1	0.53	1831	i	-2	1.5	1.4	4.1	10	16	-0.53	-0.12	-0.52	0.3	2.2%	-0.8%	-3	640	-1.5	1105
Cc1cc(Br)cn2cc(C(=O)O)nc12	-1.3	1268	i	3	1.8	1.6	6.8	-6	-3	-0.25	-0.3	-0.13	0.49	-0.9%	x	4	695	-1.7	1119
Cc1ccc(C(=O)NNC(=O)C2CCN(Cc3ccccc3)CC2)cc1	-0.1	1796	i	15	2.2	1.5	2.5	-18	8	1.3	-0.23	0.021	-0.63	-6.3%	0.0%	-7	695	-0.6	1053
Cc1cccc(NC(=S)N=Nc2c(O)n(C)c3ccc(S(=O)(=O)N4CCOCC4)cc23)c1	-3.5	780	i	10	5.9	2.9	4.3	39	0	0.66	-0.16	1.7	-1	0.7%	0.8%	-13	770	0.9	490
COCCn1c(=O)[nH]c2cc(C(=O)OC)ccc2c1=O	-0.08	1484	i	0	8.8	2.3	4.6	8	1	-0.47	-0.044	0.33	-0.45	-2.7%	-0.1%	x	x	-1.8	1421
O=C(NCc1ccccc1)c1cc(-c2ccco2)on1	-0.16	1232	i	-11	3.6	1.6	1.7	-7	-19	0.086	-0.11	-0.1	0.71	-6.7%	-2.5%	-1	772	-0.1	938
O=C(CSc1nc2ncc(Cl)cc2[nH]1)c1ccc2c(c1)OCO2	0.85	1021	x	x	x	x	x	x	x	-0.27	-0.21	0.29	1	x	x	11	639	0.6	1275
CCc1ccc(NC(=O)Cn2nc(C(F)(F)F)c3c2CCC3)cc1	0.13	1515	i	-5	2.7	1.5	0.3	-4	-28	0.49	-0.23	-0.77	0.13	-1.6%	1.6%	x	x	1.0	1386
CNC(=O)c1ccc(Nc2nnc(C)c3ccccc23)cc1	-0.08	1182	i	-7	3.0	1.9	4.3	-1	3	-0.019	-0.25	0.0016	0.44	-3.6%	-0.6%	-3	703	-3.0	1287
CN(C)c1nc(NCc2ccccc2)nc(N/N=C/c2ccc(Br)cc2)n1	-0.01	1295	i	11	2.8	1.4	6.4	17	22	0.32	-0.33	0.17	0.45	-4.8%	2.2%	4	719	0.3	1472
Oc1ccc(/C=N/Nc2cc(N3CCCC3)nc(N3CCCC3)n2)cc1O	0.15	815	i	-3	1.7	1.6	2.5	-26	-20	0.29	-0.25	0.034	-0.35	-6.2%	-0.7%	15	765	-1.4	907
COc1ccc(CC2(CO)CCN(Cc3cccc(OC)c3OC)CC2)cc1	0.3	1425	i	-6	3.5	1.8	8.3	-11	-13	-0.42	-0.29	-0.23	0.75	-8.1%	-0.9%	0	715	-3.0	994
CCCNC(=O)C12CCC(C)(C(=O)C1Br)C2(C)C (stereo not drawn)	-0.31	1280	i	-11	3.5	2.3	0.6	0	4	0.059	-0.25	0.13	0.69	-2.3%	-0.7%	8	613	6.9	489
O=C(CSc1nnc(SCc2ccccc2)s1)N/N=C/C=C\c1ccco1	-0.23	1517	i	2	3.5	3.4	7.2	-5	-10	-0.92	-0.095	-0.76	0.88	4.4%	0.9%	12	611	-3.2	1194
CCn1cc(C(=O)OCC(=O)Nc2ccc(S(=O)(=O)N3CCCC3)cc2)c(=O)c2ccc(C)nc21	-1.5	996	i	4	0.6	1.2	4.5	5	-2	0.49	-0.24	-0.062	0.71	-4.1%	-1.8%	0	354	-6.0	1267
CCCCCCOc1ccc(NC(=O)CC2C(=O)N(CC)C(=S)N2Cc2ccco2)cc1 (stereo not drawn)	-1.3	861	i	16	4.1	0.9	3.6	62*	20*	1	0.077	0.64	-0.019	-1.9%	0.2%	1	640	0.3	1028
Cc1onc(-c2ccccc2Cl)c1C(=O)Nc1nnc(C(C)C)s1	-0.67	1805	i	0	2.5	3.0	4.9	11	8	-0.53	-0.18	0.0075	0.34	-4.5%	-1.8%	10	642	-1.0	1055
CCN(CC)C(=O)c1sc(NC(=O)c2c(OC)cccc2OC)c(C#N)c1C	-0.77	1568	i	7	3.5	2.0	3.5	0	0	-0.34	-0.23	-0.16	0.53	-2.8%	0.2%	-1	684	-2.1	1195
CCn1ncc(CN2CCN(Cc3cccc(OC)c3)C(CCO)C2)c1C (stereo not drawn)	0.92	1437	i	20	3.7	2.2	1.8	1	7	2.1	-0.29	0.77	-0.49	-5.4%	0.0%	-4	695	-0.1	1197
CCCCC1(C)OC(=O)C(=Cc2c[nH]c3ccccc23)C(=O)O1 (stereo not drawn)	-0.14	1175	i	2	1.4	1.3	1.3	-5	8	1.6	-0.17	1.4	-1.3	-2.8%	-7.2%	-3	713	-0.4	1197
O=C(CCS(=O)(=O)c1ccccc1)Nc1nc2c(s1)CCCC2	-0.86	885	i	6	6.6	4.7	3.4	8	-3	-0.41	-0.2	-0.054	0.24	-2.8%	-1.1%	x	x	x	x
COc1ccc(S(=O)(=O)NCCSC(C)(C)C)cc1	0.85	912	i	-3	3.1	1.8	8.7	-3	9	-1.5	-0.12	-0.66	1.1	-5.8%	-0.8%	16	778	x	x
Cc1cccc(NC(=O)C2CCCN(c3nc(C)cc(C)n3)C2)c1 (stereo not drawn)	1.6	1115	i	20	3.9	2.3	9.3	3	-2	-0.49	-0.2	0.3	0.97	-3.2%	-1.4%	x	x	2.0	666
Nc1ncc(-c2ccccc2)c(-c2ccc(OCc3ccccc3)cc2O)n1	-1.1	1493	x	x	x	x	x	x	x	0.52	-0.32	-0.17	-0.024	x	x	23	744	-4.5	1230
C#CCOCCOCCOCCNc1nc(N2CCN(C(=O)[C@H](Cc3ccc(O)cc3)n3cc([C@@H](N)C(C)CC)nn3)CC2)nc(N2CCN(C(=O)[C@H](Cc3cc4ccccc4[nH]3)n3cc([C@@H](N)C(C)CC)nn3)CC2)n1 (stereo partly drawn)	0.31	1393	i	4	3.1	1.8	7.9	-25	-10	0.99	0.028	0.84	-1.4	-7.4%	0.9%	-1	708	-2.3	1076
